p47phox inh = p47phox (human) inhibition; p47phox/p22phox peptide binding, fluorescence polarization, 2 h; inhibition, % at 24.7 µM; actives 0.53% (n = 220,000); AID 1274;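 note: 0% = p47phox with labelled peptide and 100% = labelled peptide alone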
EBV gp42 block = inhibitors of Epstein-Barr virus glycoprotein 42 | Q1HVG2 | AID 1085 | Fluorescence polarization binding assay, mP read-out | inhibition, % (tested at 21.74 µM) | actives 0.42% (n = 220,000); in the data active = inhibition above about 50%
Target sequence (Q1HVG2 whole entry, looked up): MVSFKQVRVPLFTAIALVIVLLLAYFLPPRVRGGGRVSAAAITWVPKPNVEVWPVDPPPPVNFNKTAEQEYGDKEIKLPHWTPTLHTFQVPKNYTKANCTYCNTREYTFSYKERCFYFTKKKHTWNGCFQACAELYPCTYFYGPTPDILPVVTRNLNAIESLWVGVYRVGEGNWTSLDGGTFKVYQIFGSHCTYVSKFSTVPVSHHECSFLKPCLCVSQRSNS
Cl transport mod = modulates chloride dependent transport by human KCC2; actives 2.2% (n = 190,000); B-score of Tl+ flux slope (higher = more flux/activation; lower = inhibition) at 10 µM; Q9H2X9; KCC2 cells, thallium flux FluoZin-2 fluorescence; AID 1456;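 active = thallium flux slope and its plate-corrected score both differing from the plate sample mean at a set confidence after two filtering rounds, in either direction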;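 note: slope of fluorescence scaled to starting intensity during 10 to 20 s after thallium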
thrombin 1536 = blocks human thrombin protease activity | P00734 | alpha-thrombin, Boc-VPR-AMC fluorogenic substrate cleavage | inhibition, % at 5 µM | actives 0.26% (n = 220,000);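 active = inhibition at or above 40%; inactive = inhibition below 40%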;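 note: 0% = enzyme with no compound and 100% = wells without enzyme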
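System – human alpha-thrombin protein · Reagent – Boc-VPR-AMC substrate, 15 µM final · Compound – 5 µM single dose in 0.2% DMSO · Schedule – reaction at room temperature · Technique – AMC fluorescence at 355 nm excitation and 460 nm emission · Read-out basis – % inhibition relative to enzyme controls and enzyme-free blanks · Control set – no-compound enzyme wells and no-enzyme blanks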
eIF4E-4G inh = eIF4E/eIF4G interaction inhibition in translation initiation | TR-FRET eIF4E-eIF4GI(517-606) binding, 2 h | actives 0.37% (n = 220,000) | P63073+Q04637 | inhibition, % at 21.7 µM;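 note: 0% = full FRET control wells and 100% = background wells lacking eIF4GI fragment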
KLK5 inh = inhibitors of human kallikrein 5; inhibition, % at 5 µM; recombinant hK5, fluorogenic AMC substrate cleavage; actives 0.59% (n = 210,000); AID 873;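 active = inhibition of 40% or more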;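 note: 0% = enzyme controls without compound and 100% = no-enzyme blanks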
Target sequence (Q9Y337 67-293 limits assumed): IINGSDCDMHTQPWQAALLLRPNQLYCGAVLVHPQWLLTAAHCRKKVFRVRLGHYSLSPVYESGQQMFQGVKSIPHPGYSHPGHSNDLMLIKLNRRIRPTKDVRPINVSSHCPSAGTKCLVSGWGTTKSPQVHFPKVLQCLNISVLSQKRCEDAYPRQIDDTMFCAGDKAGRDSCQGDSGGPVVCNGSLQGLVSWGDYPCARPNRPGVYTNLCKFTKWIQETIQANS
14-3-3 Bad PPI = disrupts binding of bovine 14-3-3 zeta to phospho-Bad peptide. TR-FRET 14-3-3zeta/Dy647-pBad peptide displacement, 1 h. inhibition, % at 21.7 µM. actives 0.71% (n = 220,000). AID 781;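 active = inhibition above about 70%, limit read from the data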;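 note: 0% = full 14-3-3 plus peptide FRET controls and 100% = background without 14-3-3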
Target sequence (P63103 whole entry, looked up): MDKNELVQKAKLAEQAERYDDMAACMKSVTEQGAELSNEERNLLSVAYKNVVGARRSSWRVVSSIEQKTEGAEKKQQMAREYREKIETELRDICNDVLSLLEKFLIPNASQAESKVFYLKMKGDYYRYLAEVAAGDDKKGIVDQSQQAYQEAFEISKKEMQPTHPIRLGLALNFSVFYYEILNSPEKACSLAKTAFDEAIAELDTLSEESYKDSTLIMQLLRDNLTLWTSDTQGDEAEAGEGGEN
Furin inh = human furin inhibition. inhibition, % at 30 µM. P09958. purified furin, fluorogenic substrate cleavage. AID 463115. actives 0.061% (n = 220,000); in the data active = inhibition above about 25%; note: inactives centre near -15
Rad51 HR inh = blocks human Rad51 in homologous recombination; Q06609; hRad51 DNA strand exchange, fluorescence dequenching; inhibition, % at 10 µM; actives 0.085% (n = 200,000); AID 1385;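 active = inhibition above 40% at the single screening dose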;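 note: 0% = DMSO control wells and 100% = blanks with heterologous ssDNA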
Target sequence (Q06609 whole entry, looked up): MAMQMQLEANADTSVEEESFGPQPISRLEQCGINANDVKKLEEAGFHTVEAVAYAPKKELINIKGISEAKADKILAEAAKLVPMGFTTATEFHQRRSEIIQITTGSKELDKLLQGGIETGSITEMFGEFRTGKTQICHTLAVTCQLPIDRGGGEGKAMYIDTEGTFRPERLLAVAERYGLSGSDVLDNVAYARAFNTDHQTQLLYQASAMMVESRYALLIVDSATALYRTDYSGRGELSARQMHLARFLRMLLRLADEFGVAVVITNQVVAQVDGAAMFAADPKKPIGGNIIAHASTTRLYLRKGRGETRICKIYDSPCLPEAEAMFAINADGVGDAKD
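Test system: preformed human Rad51 ssDNA filaments; also added: Donor/quencher-labelled 47-bp dsDNA substrate; doses: 10 µM final, single point; times: 37 °C 15-min filament assembly, 30-min compound preincubation, 15-min exchange; detection: FRET fluorescence dequenching, excitation 485 nm, emission 520 nm; read-out basis: Fluorescence-based percent inhibition, control- and blank-normalised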
* marks the source's active call; other numbers are inactive results; . = not tested or not shown; [ ] = another dose, or the depositor's remark.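 Rule for the calls, unless noted: active = inhibition above about 30% (limit read from the data); inactive = the rest.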

no.	structure	p47phox inh	thrombin 1536	Cl transport mod	KLK5 inh	Rad51 HR inh
1	O=C(N/N=C/c1ccccn1)c1cccc(S(=O)(=O)N2CCCC2)c1	14	3	-0.11	-24	28
2	O=C(CSc1nc(C2CC2)nc2ccccc12)NCc1ccc2c(c1)OCO2	15	6	.	1	.
3	Cc1ccccc1NC(=O)/C(C#N)=C/c1ccccc1C(F)(F)F	-12	-7	0.13	-6	-3
4	O=C(c1nc2ccccn2c1CNCCn1ccc2ccccc21)N1CCOCC1	-2	-7	-0.11	-2	.
5	CCOC(=O)CCC(=O)N1CCOCCN(C(=O)CCC(=O)OCC)CCOCC1	-22	-2	1.6	-17	2
6	COc1cc(-n2c(=O)c3ccccc3n(CC(=O)c3ccc(Br)cc3)c2=O)cc(OC)c1OC	15	10	0.8	-13	3
7	COc1cccc(-c2nnc(N)o2)c1	-1	-2	0.3	3	7
8	O=C(/C=C/c1ccccc1)N(c1ccccn1)C1CCCCC1	-7	-3	0.4	2	-14

no.	EBV gp42 block	14-3-3 Bad PPI	Furin inh	eIF4E-4G inh
1	2	-8	-17	-8
2	-6	17[fluorescence artefact?]	-7	4
3	-12	-3	-27	2
4	-2	-8	-14	-4
5	-6	-10	-26	2
6	-1	20	-26	18
7	-14	2	-6	-8
8	9	-4	0[20 µM]	-2[fluorescence artefact?]

(more compounds)
no.	structure	p47phox inh	thrombin 1536	Cl transport mod	KLK5 inh	Rad51 HR inh
9	CCn1c(/C=C/Nc2ccccc2)[n+](CC)c2ccc(Cl)cc21	-8	-1	-1.6	-5	13
10	COc1ccc(S(=O)(=O)N(C(=O)c2ccncc2)c2ccc3oc4c(c3c2)CCCC4)cc1	-23	-2	-0.17	-4	-6
11	N=C1C(c2ccccc2)=C(O)CN1NC(=O)c1ccc(Cl)cc1	-26	0	-0.25	3	-1
12	CCOc1ccc(C(C)=O)cc1NC(=O)/C=C\C(=O)O	8	-4	0.025	.	-2
13	CCn1c2ccccc2c2cc(NC(=O)CCCN3C(=O)CCC3=O)ccc21	-7	-6	-0.47	-20	.
14	Cc1cc(C)n(-c2nc3ccccc3nc2Nc2ccc(CC(=O)O)cc2)n1	-7	-7	-0.92	-10	-6
15	CO[C@H]1C=CO[C@@]2(C)Oc3c(C)c(O)c4c(O)c(c(C=NN5CCN(C)CC5)c(O)c4c3C2=O)NC(=O)C(C)=CC=C[C@H](C)[C@H](O)[C@@H](C)[C@@H](O)[C@@H](C)[C@H](OC(C)=O)[C@@H]1C	-17	.	0.89	0	-6
16	Nc1ccccc1C(=O)NNc1ncc(C(F)(F)F)cc1Cl	-6	-2	.	-40	-10

no.	EBV gp42 block	14-3-3 Bad PPI	Furin inh	eIF4E-4G inh
9	-36	-6	-18	0
10	-11	5	-22	3[fluorescence artefact?]
11	-7	-14	-33	-1
12	-8	-7	-7	4
13	-3	36[fluorescence artefact?]	-1[20 µM]	2
14	2	-5	-8	-3
15	-10	0	11	-2
16	-7	8	-11[20 µM]	7

Complete entries, looked up by structure:
Shown for Cc1cc(C)n(-c2nc3ccccc3nc2Nc2ccc(CC(=O)O)cc2)n1 : p47phox inh: -7; thrombin 1536: -7; Cl transport mod: -0.92; KLK5 inh: -10; Rad51 HR inh: -6; EBV gp42 block: 2; 14-3-3 Bad PPI: -5; Furin inh: -8; eIF4E-4G inh: -3
Shown for COc1ccc(S(=O)(=O)N(C(=O)c2ccncc2)c2ccc3oc4c(c3c2)CCCC4)cc1 : p47phox inh: -23; thrombin 1536: -2; Cl transport mod: -0.17; KLK5 inh: -4; Rad51 HR inh: -6; EBV gp42 block: -11; 14-3-3 Bad PPI: 5; Furin inh: -22; eIF4E-4G inh: 3[fluorescence artefact?]

(continued)
no.	structure	p47phox inh	thrombin 1536	Cl transport mod	KLK5 inh	Rad51 HR inh
17	O=C(COC(=O)c1ccc(F)cc1F)NC1CC1	-4	-32	-0.78	-6	-3
18	COc1ccc(-c2nc3cc([N+](=O)[O-])ccc3o2)cc1OC	-7	-5	0.29	5	-2
19	CCN(CC)c1ccc(/C=N/N2CCN(Cc3cccc4ccccc34)CC2)c(O)c1	0	-8	.	3	.
20	Cc1cc(CNC(=O)Cc2c(F)cccc2Cl)nn1C	-5	-12	0.35	-17	3
21	CC(NC(=O)CSc1nc(=O)cc(N)n1-c1ccccc1)c1ccccc1 (centres undefined)	-11	-1	0.55	-13	12
22	O=C(Nc1ccc2c(c1)C(=O)N(c1ccccc1)C2=O)c1cccs1	4	-4	.	4	-4
23	COC(=O)c1ccccc1OC(=O)c1ccc(Br)o1	-6	-5	-0.81	-7	3
24	N/C(=N\NC(=O)c1sccc1OCc1ccc(Cl)cc1Cl)c1ccccn1	-12	-3	-1.5	-13	5

no.	EBV gp42 block	14-3-3 Bad PPI	Furin inh	eIF4E-4G inh
17	-6	-4	-18	1
18	-15	11	-22	-4
19	-5	-7	-7[20 µM]	-9
20	-16	8	-17[20 µM]	-4
21	-6	-11	-18	9[fluorescence artefact?]
22	-17	-6	-25	2
23	-8	1	-26[20 µM]	-12[fluorescence artefact?]
24	26	-16	-16	1

Following part
no.	structure	p47phox inh	thrombin 1536	Cl transport mod	KLK5 inh	Rad51 HR inh
25	O=C(Cn1c(-c2ccccn2)nc2ccccc21)N/N=C/c1ccccn1	-5	-8	0.39	-3	-1
26	O=C1CCCc2nc3c(cc21)C(O)Oc1c-3ccc2ccccc12 (centres undefined)	-5	1	-0.33	-8	13
27	O=C(COC(=O)c1ccccn1)NC12CC3CC(CC(C3)C1)C2	-15	1	1.7	-2	1
28	CN(C)S(=O)(=O)c1cccc(NS(=O)(=O)c2ccc(Cl)s2)c1	-1	-5	0.58	-14	.
29	C/C(Cc1ccccc1)=N\NC(=O)CCCCCC(=O)N/N=C(\C)Cc1ccccc1	-3	-1	0.4	-21	3
30	N=c1c2c(-c3ccccc3)c(-c3ccccc3)n(Cc3ccco3)c2ncn1CCCn1ccnc1	6	-1	1.8	-5	.
31	COc1ccc(Cl)cc1N/C(N)=N/c1nc(CSc2ccc(C)cc2)cc(=O)[nH]1	-2	0	0.057	16	-6
32	Cc1ccc(-c2ccc(SCC(=O)N3CCCc4ccccc43)nn2)cc1	-81	-2	-2.3	-8	10

no.	EBV gp42 block	14-3-3 Bad PPI	Furin inh	eIF4E-4G inh
25	-7	-1	-16	-3
26	-2	-5	-26	1
27	-22	-4	-22[20 µM]	-2[fluorescence artefact?]
28	8	2	-24	-4
29	-21	-9[fluorescence artefact?]	0[20 µM]	-9[fluorescence artefact?]
30	3	3	-17	1
31	6	8	-6[20 µM]	-4
32	-11	-2	-8	2

Four entries out of the list, ordered by length of the SMILES, rising.
no.	structure	p47phox inh	thrombin 1536	Cl transport mod	KLK5 inh	Rad51 HR inh
27	O=C(COC(=O)c1ccccn1)NC12CC3CC(CC(C3)C1)C2	-15	1	1.7	-2	1
32	Cc1ccc(-c2ccc(SCC(=O)N3CCCc4ccccc43)nn2)cc1	-81	-2	-2.3	-8	10
29	C/C(Cc1ccccc1)=N\NC(=O)CCCCCC(=O)N/N=C(\C)Cc1ccccc1	-3	-1	0.4	-21	3
31	COc1ccc(Cl)cc1N/C(N)=N/c1nc(CSc2ccc(C)cc2)cc(=O)[nH]1	-2	0	0.057	16	-6

no.	EBV gp42 block	14-3-3 Bad PPI	Furin inh	eIF4E-4G inh
27	-22	-4	-22[20 µM]	-2[fluorescence artefact?]
32	-11	-2	-8	2
29	-21	-9[fluorescence artefact?]	0[20 µM]	-9[fluorescence artefact?]
31	6	8	-6[20 µM]	-4

More entries follow.
no.	structure	p47phox inh	thrombin 1536	Cl transport mod	KLK5 inh	Rad51 HR inh
33	O=C(CSc1nnc(-c2ccncc2)n1-c1ccccc1)Nc1ccc(C(=O)O)cc1	6	-5	0.78	15	.
34	Cc1nc2ccc(Cl)cc2nc1C	-12	-1	0.034	2	.
35	CCNc1ccc(S(=O)(=O)NCCN(C)C)cc1[N+](=O)[O-]	-4	-1	0.41	1	5
36	Fc1ccccc1NC(=S)N(CCN1CCCCC1)Cc1ccco1	-6	-16	-0.021	-19	-47
37	CC1(C)Cc2ccccc2C(/C(=N\Nc2cccc(Cl)c2)C(N)=O)=N1	-9	1	1.2	-9	3
38	CCCNC(=O)NC(=O)CSc1ncc(C(F)(F)F)cc1Cl	-4	2	0.0043	1	-1
39	Nc1c(C(=O)NCC2CCCO2)c2nc3ccccc3nc2n1-c1ccccc1 (centres undefined)	-11	-6	.	-234	13
40	COc1cc(/C=C2\SC(=S)NC2=O)ccc1OS(=O)(=O)c1ccccc1	-52	-2	80*	-12	-4

no.	EBV gp42 block	14-3-3 Bad PPI	Furin inh	eIF4E-4G inh
33	10	2	-19	-2
34	-3	0	-28	1
35	2	-13	-15	-5
36	8	-12	-11	0
37	21	-2	6	4
38	-11	-2	-3	0
39	4	20[fluorescence artefact?]	-41	4
40	11	-7[fluorescence artefact?]	0	-2

Additional entries follow:
no.	structure	p47phox inh	thrombin 1536	Cl transport mod	KLK5 inh	Rad51 HR inh
41	CCN(CC)S(=O)(=O)c1ccc(C)c(NC(=O)CSc2nc3ccccc3[nH]2)c1	-7	0	-0.12	-13	6
42	O=C(COC(=O)c1c[nH]c(=O)[nH]c1=O)Nc1ccccc1Br	-12	-7	1.3	1	.
43	CC(C)C(NC(=O)c1ccco1)C(=O)OCC(=O)Nc1ccc(C(N)=O)cc1 (centres undefined)	-28	-1	-0.21	3	3
44	CCc1nnc(NC(=O)c2cccnc2)s1	-9	1	1.6	-19	4
45	COC(=O)c1c(C)nc(C)c2c(=O)oc3ccccc3c12	5	4	-0.27	4	-5
46	CC(=O)O[C@]1(C(C)=O)CC[C@H]2[C@@H]3C=C(Cl)C4=CC(=O)CC[C@]4(C)[C@H]3CC[C@@]21C	-2	.	-1.1	12	-2
47	COC(CN(C(=O)CCl)C(C(=O)NC1CCCC(C)C1C)c1ccc(C)cc1)OC (centres undefined)	-6	-3	-0.29	-5	-4
48	O=C1OCCC1Sc1nnc(-c2cccc(Br)c2)o1 (centres undefined)	-21	-1	-0.74	-2	-4

no.	EBV gp42 block	14-3-3 Bad PPI	Furin inh	eIF4E-4G inh
41	5	-9	-4	-7[fluorescence artefact?]
42	2	-7	-22	2
43	-14	-2	-21	5
44	1	1	-20[20 µM]	0
45	-15	-2	-12	17
46	-3	-1	-10	0
47	-1	16	-6	1[fluorescence artefact?]
48	-7	-1	-20[20 µM]	2

Additional structures:
no.	structure	p47phox inh	thrombin 1536	Cl transport mod	KLK5 inh	Rad51 HR inh
49	CC(C)(C)NC(=O)CSC(=Nc1ccc(F)cc1)NC#N	-14	8	0.41	4	-1
50	CC(=O)SC1CC(=O)N(c2ccc(C(C)(C)C)cc2)C1=O (centres undefined)	-15	-5	1.3	-2	-9
51	CCCn1nc(CC(=O)OCC)c2ccccc2c1=O	0	2	0.77	-6	8
52	O=C(O)/C=C/C(=O)Nc1ccc(S(=O)(=O)N2CCCC2)cc1	5	-3	0.21	0	-1
53	Cc1ccc(NC(=S)NC2CC3CCC(C2)N3Cc2ccco2)cc1C (centres undefined)	-2	-2	0.27	-2	-8
54	NC(=O)C1CCN(CCC(=O)Nc2ccc(Br)cc2)CC1	-15	1	0.48	-7	3
55	C=CCOC(=O)C1=C(C)NC(C)=C(C(=O)OCC=C)C1c1ccc(C)o1	-4	1	0.12	3	-14
56	O=C(NCCCN1CCOCC1)c1ccccc1NS(=O)(=O)c1ccc(Br)cc1	4	3	-0.29	1	3

no.	EBV gp42 block	14-3-3 Bad PPI	Furin inh	eIF4E-4G inh
49	-19	4	-16[20 µM]	-4
50	-13	1	-12	0
51	-12	-3[fluorescence artefact?]	-7[20 µM]	-9[fluorescence artefact?]
52	-6	-11	-32	1
53	-17	-2[fluorescence artefact?]	-11[20 µM]	-12[fluorescence artefact?]
54	-16	22	-20	-10
55	-3	2	-8	1
56	-1	-6	-34	2
